IDE inh – inhibits human insulin-degrading enzyme in HEK cells; 320,000 tested, 0.41% active; FAbetaB cleavage, fluorescence polarization; inhibition, % at 5.59 µM;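 active = percent inhibition above the average of all tested compounds plus 3 SD, set per screening campaign, cut at about 16% in these data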;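 note: IDE supplied by intact live HEK cells; FP after avidin binding of uncleaved biotin substrate so inhibition keeps polarization high; 0% = DMSO wells and 100% = 60 µM reference IDE inhibitor Ii1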
Target sequence (P14735 whole entry, looked up): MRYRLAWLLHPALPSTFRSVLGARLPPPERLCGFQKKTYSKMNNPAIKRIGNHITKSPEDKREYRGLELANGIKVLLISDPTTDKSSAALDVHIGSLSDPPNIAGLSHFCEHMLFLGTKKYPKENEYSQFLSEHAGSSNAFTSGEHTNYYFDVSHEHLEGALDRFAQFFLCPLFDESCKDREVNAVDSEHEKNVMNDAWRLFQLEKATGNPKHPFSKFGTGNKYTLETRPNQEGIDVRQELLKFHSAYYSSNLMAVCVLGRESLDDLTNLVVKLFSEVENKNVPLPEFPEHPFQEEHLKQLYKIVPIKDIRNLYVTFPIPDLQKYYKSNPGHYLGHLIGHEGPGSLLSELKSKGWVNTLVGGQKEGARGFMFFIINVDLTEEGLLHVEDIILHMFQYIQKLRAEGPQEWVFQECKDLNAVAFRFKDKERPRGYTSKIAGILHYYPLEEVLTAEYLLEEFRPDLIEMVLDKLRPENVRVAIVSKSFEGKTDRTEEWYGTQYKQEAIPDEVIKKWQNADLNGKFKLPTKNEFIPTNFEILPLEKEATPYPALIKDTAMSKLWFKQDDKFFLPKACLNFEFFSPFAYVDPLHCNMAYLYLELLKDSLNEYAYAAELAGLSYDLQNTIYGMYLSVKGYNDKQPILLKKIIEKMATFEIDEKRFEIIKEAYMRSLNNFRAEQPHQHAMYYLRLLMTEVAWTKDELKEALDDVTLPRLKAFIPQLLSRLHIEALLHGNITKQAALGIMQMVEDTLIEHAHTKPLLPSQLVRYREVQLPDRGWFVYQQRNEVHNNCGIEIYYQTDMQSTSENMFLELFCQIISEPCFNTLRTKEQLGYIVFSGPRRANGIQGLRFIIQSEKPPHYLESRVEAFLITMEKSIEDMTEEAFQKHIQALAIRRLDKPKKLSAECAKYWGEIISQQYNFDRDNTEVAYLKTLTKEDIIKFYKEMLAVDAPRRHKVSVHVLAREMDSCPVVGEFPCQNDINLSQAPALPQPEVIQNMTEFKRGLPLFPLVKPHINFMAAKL
IDE cell activ – boosts human insulin-degrading enzyme activity in HEK cells; FAbeta-B cleavage, fluorescence polarization; 0% vehicle, 100% cell-free pure enzyme wells; activation, % at 5.96 µM; 340,000 tested, 0.073% active; AID 493087;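 active = activation above the mean of all tested compounds plus 3 SD, set per screening campaign, cut at about 17% in these data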
An asterisk follows results filed as active. Some of the compounds tested; rates above refer to the full screens.

SMILES | IDE inh | IDE cell activ
Cc1ccc(C(C)NC(=O)c2cccnc2)cc1 (stereo not given) | 2 | 4
CC1CC1C(=O)OCC(=O)NNC(=O)c1ccc([N+](=O)[O-])cc1 (stereo not given) | -4 | 5
CCN(CC(=O)NCc1cccs1)C(=O)COc1cccc(C(F)(F)F)c1 | -3 | 7
CCCOC(=O)C1NC(=O)N2C(C(=O)OCCC)C(C)(C)S[C@H]12 (stereo not given in full) | 3 | -2
COc1cc(S(=O)(=O)N2CCOCC2)ccc1NC(=O)COC(=O)c1cc(OC)c(OC)c(OC)c1 | 9 | 3
O=S(=O)(Nc1c(F)cccc1F)c1ccc(Cl)nc1 | -5 | 5
COC(=O)[C@]1(Cc2ccccc2)N[C@H](CN(C)C(=O)Nc2ccc(Cl)cc2)[C@@H]2C(=O)N(Cc3ccccc3)C(=O)[C@@H]21 | 4 | 0
COc1ccc(C2=NCCn3c2c2ccc(C(F)(F)F)cc2[n+]3[O-])cc1 | -1 | 4
COc1ccc(C2=CC(=O)C[C@H](c3ccc4c(c3)OCO4)C2)cc1 | 4 | -4
COc1ccc(-c2ccc3oc(-c4ccsc4)cc(=O)c3c2)cc1F | 5 | 5
O=S(=O)(c1c(F)cccc1F)C1CCN(S(=O)(=O)c2ccc3c(c2)OCCO3)CC1 | 2 | 1
COC(=O)N1[C@H](C)C=C[C@]1(Cc1ccccc1)C(=O)OC | 3 | 3
CCCn1c(N)c(C(=O)CSc2nc(N)cc(=O)[nH]2)c(=O)n(C)c1=O | -1 | 1
Cc1cccc(N2CCN(C(=O)c3oc4ccc(Br)cc4c3C)CC2)c1C | 4 | 1
CN(C)C(=O)c1ccc(NC(=O)COC(=O)C2(c3ccccc3)CCCC2)cc1 | -3 | 0
CSc1cccc(N2CC(C(=O)N(CC(C)C)c3c(N)n(Cc4ccccc4)c(=O)[nH]c3=O)CC2=O)c1 (stereo not given) | -1 | -3
O=C1CC(NS(=O)(=O)c2cccnc2)CN1c1ccc(F)cc1 (stereo not given) | 10 | -5
CN(C(=O)c1ccc(Cl)c([N+](=O)[O-])c1)C1(C)CCS(=O)(=O)C1 (stereo not given) | 7 | 1
CCc1cc2c(COC(=O)CCNS(=O)(=O)c3cccc(C(F)(F)F)c3)cc(=O)oc2cc1O | 4 | 4
COc1ccc(N2CCN(C(=O)c3cn(Cc4ccccc4)nc3-c3cccnc3)CC2)cc1 | -2 | 5
NCCCCC(=O)O | 2 | 6
CCOC(=O)[C@H]1[C@H]2COc3cc(OC)ccc3[C@@H]2N2C(=O)N(c3cccc(F)c3)C(=O)[C@@]12C | -2 | 4
CN(C)S(=O)(=O)c1ccc(NC(=O)CSc2nnc(-c3ccco3)n2N)cc1 | -5 | 6
CC[C@@H]1C=C(C(=O)O)[C@H](c2ccc(Cl)c(Cl)c2)N1S(=O)(=O)c1ccc(C)cc1 | 2 | 1
COc1ccc(-c2oc3ccc(-c4ccc(OC)nc4)cc3c2-c2ccc(OC)cc2)cc1 | -5 | 5
CC(C(=O)OCC(=O)N(C)C1(C#N)CCCCC1)N1C(=O)c2ccccc2C1=O (stereo not given) | -3 | 2
COc1ccc(S(=O)(=O)N2CCC3(CC2)CC(=O)c2ccccc2O3)cc1C | 10 | 4
Nc1nonc1-n1nnc(C(=O)N/N=C/c2cccc(Cl)c2)c1CN1CCCCCC1 | 2 | 3
CCOc1ccc(C(=O)Nc2cc(Cl)ccc2-n2cncn2)cc1OC | 1 | 7
Cc1ccc(S(=O)(=O)N(Cc2cccc(Cl)c2)C(=O)N2CCN(C)CC2)cc1 | 0 | 4
O=C(CSc1nc2[nH]ncc2c(=O)[nH]1)Nc1ccc(Cl)cc1 | -1 | -3
O=C(O)c1cc(=O)c2ccccc2[nH]1 | 0 | 3
CC1Cc2ccccc2N1Cc1cc(=O)c(OCC(=O)Nc2ccccc2)co1 (stereo not given) | 4 | -1
CC(=O)NC12CC3CC(C1)CC(C(=O)N1CCN(C(=O)c4ccco4)CC1)(C3)C2 | -3 | -1
COc1ccc(CC(=O)N(C)CC(=O)Nc2ccccc2Cl)cc1S(=O)(=O)N1CCOCC1 | -1 | 2
COc1cccc(-c2ccc3ncnc(N(C)Cc4ccco4)c3c2)c1 | 2 | 5
COc1ccc(NC(=O)CN(C)C(=O)CCCc2c[nH]c3ccccc23)cc1 | 8 | 5
O=S(=O)(Nc1ccccc1)c1ccc(S(=O)(=O)N2CCCC2)cc1 | -2 | 4
COc1cc(C(=O)N2CCN(CCCc3ccccc3)CC2)cc(OC)c1OC | 1 | -3
O=C(COc1ccc2ccc(=O)oc2c1)Nc1cccc(S(=O)(=O)N2CCCCC2)c1 | -2 | 3

One compound at a time, as listed above. Order of values: IDE inh	IDE cell activ
COc1cccc(-c2ccc3ncnc(N(C)Cc4ccco4)c3c2)c1 in the list: 2	5
O=C(CSc1nc2[nH]ncc2c(=O)[nH]1)Nc1ccc(Cl)cc1 in the list: -1	-3
CC(=O)NC12CC3CC(C1)CC(C(=O)N1CCN(C(=O)c4ccco4)CC1)(C3)C2 in the list: -3	-1
COc1ccc(CC(=O)N(C)CC(=O)Nc2ccccc2Cl)cc1S(=O)(=O)N1CCOCC1 in the list: -1	2

Later entries.
SMILES | IDE inh | IDE cell activ
Cc1cc(=O)oc2cc(NC(=O)C(C)Oc3cccc(Cl)c3)ccc12 (stereo not given) | -4 | 8
O=C(O)C1=CC[C@@H](c2ccc(Cl)cc2)N(S(=O)(=O)c2ccc(Cl)cc2)[C@H]1c1cccc(Cl)c1 | 1 | 4
C[C@@H](NC(=O)c1nc[nH]c1C(=O)N1CCN(C(=O)OC(C)(C)C)CC1)c1ccccc1 | 5 | -6
Cc1nnc(SC(C)C(=O)NC2CCCCC2C)s1 (stereo not given) | 10 | 5
Cc1nn(-c2ccccc2)c(C)c1C(=O)OCC(=O)Nc1ccccc1 | -2 | 5
COCCN(C(=O)COC(=O)c1ccc(Cl)s1)c1c(N)n(Cc2ccccc2)c(=O)[nH]c1=O | 4 | 7
COc1ccc(NC(=O)CN(C)C(=O)C2CCCO2)cc1 (stereo not given) | 0 | 3
COC(=O)C1=C(C(=O)OC)[C@@H]2N(C)c3ccccc3[C@@]23C[C@@H](CO)N(C(=O)C2CCC2)C3=N1 | -1 | -4
C[C@@H]1CN([C@H](C)CO)C(=O)c2cc(NC(=O)c3ccncc3)ccc2O[C@@H]1CN(C)C(=O)Nc1ccccc1 | 3 | 4
C/C(=N\OC(=O)c1ccc(F)cc1)c1sc(-c2ccc(Cl)cc2)nc1C | 5 | 5

Reprinted from the part before: two compounds; new compounds follow.
SMILES | IDE inh | IDE cell activ
C[C@@H]1CN([C@H](C)CO)C(=O)c2cc(NC(=O)c3ccncc3)ccc2O[C@@H]1CN(C)C(=O)Nc1ccccc1 | 3 | 4
C/C(=N\OC(=O)c1ccc(F)cc1)c1sc(-c2ccc(Cl)cc2)nc1C | 5 | 5
CC(C)(C)c1ccc(OCC(=O)Nc2cccc(S(=O)(=O)NC3=NCCCCC3)c2)cc1 | -1 | 1
CCc1ccccc1NC(=O)CNC(=O)c1ccc(-n2cncn2)c([N+](=O)[O-])c1 | -7 | 1
CC(=O)c1ccc(OCCCC(=O)N2CCN(S(=O)(=O)c3ccc(C(C)C)cc3)CC2)cc1 | 1 | -6
O=C(COc1ccccc1)Nc1ccc(N2CCCCC2)cc1 | -4 | 0
COc1ccc(CCN(C)CCc2ccc(OC)c(OC)c2)cc1OC | 6 | 6
COC(=O)[C@]1(CC(C)C)N[C@H](c2ccc(-c3ccc(C(C)=O)cc3)cc2)[C@@H]2C(=O)N(C)C(=O)[C@@H]21 | 1 | -1
CC(NC(=O)C1=CC=CN2CCS(=O)(=O)N=C12)c1ccc(Cl)c(Cl)c1 (stereo not given) | -3 | -2
COc1cc(Cl)c(C)cc1NC(=O)CN(C)C1CCS(=O)(=O)C1 (stereo not given) | 1 | 1
COc1ccc(C(=O)NCC(c2ccco2)N2CCc3ccccc32)c(OC)c1 (stereo not given) | -1 | 3
CN(C)S(=O)(=O)c1ccc(N2CCCC2)c(C(=O)NC2CCCCC2)c1 | -4 | 0

The last 5 entries of the section above open the next one:
SMILES | IDE inh | IDE cell activ
COC(=O)[C@]1(CC(C)C)N[C@H](c2ccc(-c3ccc(C(C)=O)cc3)cc2)[C@@H]2C(=O)N(C)C(=O)[C@@H]21 | 1 | -1
CC(NC(=O)C1=CC=CN2CCS(=O)(=O)N=C12)c1ccc(Cl)c(Cl)c1 (stereo not given) | -3 | -2
COc1cc(Cl)c(C)cc1NC(=O)CN(C)C1CCS(=O)(=O)C1 (stereo not given) | 1 | 1
COc1ccc(C(=O)NCC(c2ccco2)N2CCc3ccccc32)c(OC)c1 (stereo not given) | -1 | 3
CN(C)S(=O)(=O)c1ccc(N2CCCC2)c(C(=O)NC2CCCCC2)c1 | -4 | 0
CN(C)CCCNc1cc(O)c2ncccc2c1 | -1 | 0
CCCc1cc(=O)[nH]c(SCC(=O)Nc2cccc(S(=O)(=O)N3CCCCC3)c2)n1 | 1 | -9
CCN(CC)c1ccc(NC(=O)CCCCC(=O)Nc2ccc(N(CC)CC)cc2)cc1 | 2 | 4
CN(C)S(=O)(=O)c1ccc(Cl)c(NC(=O)COC(=O)CCC2CCCCC2)c1 | 1 | 1
CCn1c(C)nc2cc(C(=O)NNC(=O)CN(C)S(=O)(=O)c3ccc(NC(C)=O)cc3)ccc21 | 1 | 3
COc1ccc(S(=O)(=O)N(C)C[C@H]2Oc3ccc(NC(=O)c4ccncc4)cc3C(=O)N([C@H](C)CO)C[C@@H]2C)cc1 | 5 | -5
N#CCCn1nc(Cc2cccc3ccccc23)c(C#N)c1N | 4 | 0
CCN(CC(=O)NCc1ccc(Cl)cc1)C(=O)COc1cccc(Cl)c1 | 8 | -1
O=C(CSc1ccc(S(=O)(=O)N2CCOCC2)cn1)Nc1ccc(F)c(F)c1 | -3 | 3
COc1ccc(OCCOc2ccc(/C=C3\C(=N)N4N=C(C)SC4=NC3=O)cc2)cc1 | 2 | 5
CCN(CC(=O)Nc1c(F)cccc1F)C(=O)c1cccc(-n2cccc2)c1 | 1 | 4
COCCN(Cc1ccccc1)C(=O)c1cccc(S(=O)(=O)N2CCCc3ccccc32)c1 | -1 | 5
CN(Cc1ccc(Cl)s1)C(=O)CNC(=O)CNC(=O)c1ccc(Cl)cc1Cl | -5 | -5
Cc1nn(-c2ccccc2)c(C)c1C(=O)OCC(=O)N(C)c1c(N)n(Cc2ccccc2)c(=O)[nH]c1=O | -2 | 4
O=C(NC1CC(=O)N(c2ccccc2)C1)C(=O)c1c[nH]c2ccccc12 (stereo not given) | -10 | 4
Cc1ccc(OCCOC(=O)CN2C(=O)NC3(CCCC3)C2=O)cc1 | 7 | 2
COC(=O)c1c(NC(=O)CN2C(=O)NC3(CCCCC3C)C2=O)sc2c1CCC2 (stereo not given) | 0 | 2
CCN(C(=O)N(CC)c1ccccc1)c1ccccc1 | 7 | 6
CC(C)(C)c1ccc(/C=C(\c2nc3ccccc3[nH]2)S(=O)(=O)c2ccccc2)cc1 | 3 | 2
CC1=C(C(=O)OCc2ccccc2)C(c2cccc3ccccc23)NC(=O)N1CCCC(=O)O (stereo not given) | 2 | 4
Cc1noc(C)c1NC(=O)Nc1ccc2c(c1)C(=O)N([C@H](C)CO)C[C@H](C)[C@@H](CN(C)S(=O)(=O)c1cccs1)O2 | 3 | 4
Nc1cc(N)nc(SCC(=O)Nc2cccc(S(=O)(=O)N3CCCCC3)c2)n1 | -2 | 0
CSc1ccc(S(=O)(=O)NCC(=O)OCC(=O)N(Cc2ccccc2)C(C)C)cc1[N+](=O)[O-] | 1 | 4
O=C(NN=Cc1ccccc1OC(F)F)c1cccc(S(=O)(=O)N2CCCC2)c1 | 6 | -3
O=C(CCN1C(=O)c2ccccc2S1(=O)=O)Nc1ccc(F)c(F)c1F | -7 | 6
O=C(NCc1cccc(Br)c1)c1cc(-c2ccccc2)nn1CC1CC(c2cccc([N+](=O)[O-])c2)=NO1 (stereo not given) | -1 | 5
COc1ccc(CCNC(=O)COC(=O)c2cncc(Br)c2)cc1OC | 1 | 1
COCOc1ccc(C2CC(=O)c3c(OCOC)cc(OCOC)cc3O2)cc1 (stereo not given) | 0 | 9
O=C(CCNC(=O)c1ccc([N+](=O)[O-])cc1)NC1CCCCCC1 | -6 | 3
COc1ccc(C2=CN(Cc3ccccc3)C(c3ccccc3)CC2=O)cc1 (stereo not given) | 4 | 2
CCCCn1nc(C(=O)N(C)CC(=O)Nc2ccc(F)c(F)c2F)ccc1=O | 1 | 0
COc1ccc(-c2noc3c2-c2nc(-c4ccccc4Cl)sc2CC3)cc1 | 4 | 2
CN(C)c1cccc(C(=O)N/N=C/c2ccoc2)c1 | 0 | 10
CCOC(=O)c1c(NC(=O)COC(=O)c2ccc([N+](=O)[O-])cc2)sc(C(=O)N(C)C)c1C | 3 | 0
COc1ccc(OC)c(/C=C/C(=O)N2CCN(S(=O)(=O)c3ccc(C)cc3C)CC2)c1 | -2 | 5
O=C(COC(=O)Cn1nnc(-c2ccccc2)n1)Nc1ccccc1Br | -1 | 5
O=C(O)C1=C[C@H](c2ccccc2)C[C@H](OCCCCO)O1 | 1 | 1
COc1cc(C2=CCN(C(C)=O)CC2)ccc1OC(C)=O | 6 | -1
CSc1ccc(C2=CC(=O)C[C@H](c3ccc(F)cc3)C2)cc1 | 2 | -9
CCCCn1c(N)c(N(CCOC)C(=O)COC(=O)COc2ccccc2C#N)c(=O)[nH]c1=O | -2 | 1
C#CCOCCOCCOCCNc1nc(N2CCN(C(=O)CCCCCCCCCCNC(=O)Cn3cc(CCCCCN)nn3)CC2)nc(N2CCN(C(=O)CCCCCCCCCCNC(=O)[C@@H](CCSC)n3cc(CCO)nn3)CC2)n1 | 4 | 31*
O=C(CN1CCN(c2ccccc2F)CC1)NC(=O)NC1CCCCC1 | 1 | -1
CSc1ccc(S(=O)(=O)NCC(=O)OCC(=O)N(C)CC(=O)Nc2ccccc2Cl)cc1[N+](=O)[O-] | 10 | -2
CC(C)(C)[C@H]1COC(=O)[C@@H](Cc2ccc(F)cc2)CC/C=C/C[C@@H](CC(=O)N[C@@H](CO)Cc2ccccc2)C(=O)N1 | 2 | 6

Screening data: PubChem, The Scripps Research Institute Molecular Screening Center
